sEH act: soluble epoxide hydrolase activators, primary screen, biochemical, human sEH; purified human sEH enzymatic activity, activator screen; actives 0.04% (n = 91,000); activation, % at 2 µM; Bifunctional epoxide hydrolase 2 (Homo sapiens), P34913; in the data active = activation above about 37%; also: values of inactives mirror those of a sister screen read the other way
ERa coact pot: enhancers of ERα–SRC-1 coactivator binding, primary screen, biochemical, TR-FRET, ERα LBD, low estradiol | Estrogen receptor (Homo sapiens), P03372 | TR-FRET ERalpha-LBD/SRC-Cy5 coactivator binding, 2 h; 100 = basal binding, no effect | coactivator binding (% of control), % at 25.6 µM | actives 1.3% (n = 86,000); in the data active = activity above about 200%;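 also: binding measured in presence of low estradiol as agonist stimulus; 0% = peptide alone without receptor and 100% = receptor with peptide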
Target sequence (P03372 whole entry, looked up, the tested form may be a part): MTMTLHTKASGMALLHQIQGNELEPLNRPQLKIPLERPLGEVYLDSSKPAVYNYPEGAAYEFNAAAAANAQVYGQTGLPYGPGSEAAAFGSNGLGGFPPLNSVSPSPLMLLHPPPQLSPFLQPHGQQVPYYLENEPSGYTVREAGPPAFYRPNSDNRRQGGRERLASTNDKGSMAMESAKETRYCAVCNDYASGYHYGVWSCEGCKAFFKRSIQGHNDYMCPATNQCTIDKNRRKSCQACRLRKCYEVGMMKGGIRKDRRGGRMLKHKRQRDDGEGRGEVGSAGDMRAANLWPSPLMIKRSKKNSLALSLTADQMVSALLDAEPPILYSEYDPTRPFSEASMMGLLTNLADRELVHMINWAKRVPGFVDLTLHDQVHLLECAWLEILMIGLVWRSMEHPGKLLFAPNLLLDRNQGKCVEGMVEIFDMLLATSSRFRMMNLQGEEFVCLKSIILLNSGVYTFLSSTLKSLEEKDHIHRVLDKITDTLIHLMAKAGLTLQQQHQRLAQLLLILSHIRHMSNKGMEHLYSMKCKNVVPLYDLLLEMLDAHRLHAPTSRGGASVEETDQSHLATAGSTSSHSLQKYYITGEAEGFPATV
Smad3 inh: Smad3/FoxH1 peptide binding inhibitors, primary screen, biochemical, TR-FRET; TR-FRET Smad3/Dy647-FoxH1 peptide binding, europium anti-His; AID 630, 2007; actives 0.29% (n = 88,000); inhibition, % at 25 µM;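 active = compounds that reduce the energy-transfer binding signal between the protein and its labelled peptide by more than half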;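 also: 0% = Smad3 plus labelled peptide maximal FRET and 100% = peptide-only background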
Target sequence (P84022 whole entry, looked up): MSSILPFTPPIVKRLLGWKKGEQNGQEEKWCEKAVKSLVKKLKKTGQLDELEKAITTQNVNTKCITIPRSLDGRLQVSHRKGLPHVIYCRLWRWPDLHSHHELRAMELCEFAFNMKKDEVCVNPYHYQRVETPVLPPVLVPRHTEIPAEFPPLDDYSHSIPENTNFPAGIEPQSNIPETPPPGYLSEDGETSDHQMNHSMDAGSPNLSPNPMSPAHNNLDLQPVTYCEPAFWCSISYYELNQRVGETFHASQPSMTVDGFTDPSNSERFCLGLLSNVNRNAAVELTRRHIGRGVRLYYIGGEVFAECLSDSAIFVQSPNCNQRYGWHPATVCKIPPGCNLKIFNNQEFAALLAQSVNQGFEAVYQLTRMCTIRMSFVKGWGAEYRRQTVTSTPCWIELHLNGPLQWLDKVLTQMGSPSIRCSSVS
Mac1 fbg inh: inhibitors of CD11b/CD18 adhesion to fibrinogen, primary screen, K562 cells, luminescence. Integrin beta-2 (Homo sapiens) + Integrin alpha-M (Homo sapiens), P05107+P11215. ATPlite luminescence; Mn2+ added to activate the integrin. inhibition, % at 10 µM. actives 0.54% (n = 93,000). AID 1497, 2009;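 active = primary inhibition of 50% or more at 10 µM, then 40% or more on retest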; also: some results filed as inactive read as strong as hits
Calb biofilm kill: clotrimazole potentiators killing Candida biofilms, primary screen, with clotrimazole, Alamar Blue; actives 0.14% (n = 85,000); C. albicans biofilm + clotrimazole; AID 834, 2007; inhibition, % at 6 µM;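 active = inhibition above 20%; inactive = inhibition below 20%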;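 also: preformed 24 hr biofilms exposed to compound for 48 hr; 0% = biofilm without compound and 100% = blank killed by clotrimazole plus chlorhexidine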
MT1-MMP txn act: MT1-MMP promoter reporter activation – cell-based, luciferase luminescence, primary screen; AID 750, 2007; HT1080 MT1-MMP promoter luciferase reporter, overnight; hits give high values; activation factor at 10 µM; actives 0.16% (n = 86,000);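 active = activation factor of at least 2 for MT1-MMP transcription at 10 µM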
Mac1 fbg enh: enhancers of CD11b/CD18 adhesion to fibrinogen, primary screen, K562 cells, luminescence; Integrin beta-2 (Homo sapiens) + Integrin alpha-M (Homo sapiens), P05107+P11215; ATPlite luminescence; activation, % at 10 µM; AID 1499, 2009; actives 0.07% (n = 93,000);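 active = 10 µM primary screen giving 50% or more activity, confirmed by 40% or more on retest at that dose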; also: strong numbers were not always called active; reference of the scale not given here
sEH inhibitor: soluble epoxide hydrolase inhibitors, primary screen, biochemical, human sEH. actives 0.34% (n = 91,000). recombinant human sEH enzymatic activity assay. Bifunctional epoxide hydrolase 2 (Homo sapiens), P34913. inhibition, % at 2 µM; in the data active = inhibition above about 80%; also: values of inactives mirror those of a sister screen read the other way; many of its hits are not listed in these tables
ERb coact inh: inhibitors of ERβ-SRC1 coactivator interaction, primary screen, biochemical, TR-FRET, ERβ LBD, SRC-1 peptide | Estrogen receptor beta (Homo sapiens), Q92731 | TR-FRET ER-beta LBD / SRC1-Cy5 peptide binding; receptor agonist-loaded with 1 µM estradiol | inhibition, % at 25.6 µM | actives 1.3% (n = 86,000);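 active = compounds whose percent inhibition of the receptor-coactivator binding signal exceeds about 50% in the single-dose screen, limit read from the data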;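 also: 0% = receptor plus peptide wells without compound and 100% = peptide-only wells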
* hit, by the source's call; x = not tested or not shown; [ ] = remark or other dose. A portion of the library; rates above refer to the full screens.

Sequence of screens – sEH act	ERa coact pot	Smad3 inh	Mac1 fbg inh	Calb biofilm kill	MT1-MMP txn act	Mac1 fbg enh	sEH inhibitor	ERb coact inh
- COc1ccccc1C(=O)N/C(=C/c1ccc(Br)cc1)C(=O)NCC(=O)O
→ -1	x	x	3	x	x	2	3	x
- O=C(CN1CCN(c2ccccn2)CC1)Nc1ccc(Oc2ccccc2)cc1
→ -14	99	-4	x	11	1.1	x	12	-3
- Cc1cc(C)n(CC(=O)N/N=C/c2ccco2)n1
→ -1	93	-5	x	6	1	x	4	-7
- CC1(C)CC(=O)C(CCC(=O)c2ccccc2)C(C)(C)N1 (stereo unspecified)
→ -14	134	0	-2	4	1	-1	14	4
- COC(=O)c1ccccc1NC(=S)NC(=O)COc1ccccc1
→ 12	x	x	6	x	x	-4	-13	x
- CCc1nnc(NC(=O)c2ccc(COc3ccccc3)o2)s1
→ 6	116	10	-22	4	1	4	-5	4
- COc1ccc(S(=O)(=O)Nc2ccc(NC(C)=O)cc2)cc1
→ 13	101[fluorescence artefact?]	19[fluorescence artefact?]	0	3	1.1	-2	-16	-17
- COC(=O)C1=C(N)Oc2cc(C)n(CCCn3ccnc3)c(=O)c2C1c1ccc(Cl)cc1 (stereo unspecified)
→ 8	116	-2	-10	9	1.1	-2	-9	-9
- CC(=O)Nc1cccc2c1[n+]([O-])c(C)c(C)[n+]2[O-]
→ x	79	-4	10	6	1.2	2	x	1
- Cc1cc(NC(=O)Cn2nc(C(F)(F)F)c3c2CCC3)no1
→ -3	99	2	-12	2	1.1	-6	6	-16
- COc1ccc(CNC(=O)c2cc3c(=O)n4ccccc4nc3n(Cc3cccnc3)c2=N)cc1
→ -2	53[fluorescence artefact?]	2	-5	-2	1.1	15	4	42
- CCN(CC)c1ccc(/C=N/Nc2ccccc2)c(O)c1
→ 9	x	x	8	x	x	-1	-8	x
- O=C(CCn1c(=O)[nH]c2ccccc2c1=O)N1CCN(c2cccc(C(F)(F)F)c2)CC1
→ -13	105	16	-13	8	1	1	14	-1[fluorescence artefact?]
- COc1ccc(CNc2nc3c(c(=O)n(Cc4ccc(F)cc4)c(=O)n3C)n2C)cc1
→ 20	111	8	-8	4	0.9	-2	-18	3
- Cc1ccc(C(=O)SC2=NCCS2)cc1
→ 4	104	16	x	3	1.2	x	0	-14
- Cc1c(NC(=O)c2cnn3cccnc23)c(=O)n(-c2ccccc2)n1C
→ 6	107[fluorescence artefact?]	5	-11	8	1.2	4	-4	-5
- C=CCN(C(=O)CNS(=O)(=O)c1ccccc1)C(C(=O)NCCOC)c1ccncc1 (stereo unspecified)
→ x	109	10	-6	8	1	0	x	-6
- CCOc1ccccc1NC(=O)CCC(=O)O
→ 0	125	-8	x	5	1.2	x	1	-5
- COc1ccc(OC)c(-n2cc3c(=O)n(C)c(=O)n(C)c3c2)c1
→ 2	100	18	-11	2	1.1	-2	-3	0
- COc1ccc(NC(=O)CC2COc3ccccc3O2)c(OC)c1 (stereo unspecified)
→ -7	104	14	x	5	1	x	7	-6
- CCN(CC)S(=O)(=O)c1cc(-c2nnc(-c3ccc(Br)cc3)o2)ccc1Br
→ -13	121	6	x	3	1.1	x	13	6
- CCN(CC)CC(=O)N1N=C(c2cccs2)CC1c1ccco1 (stereo unspecified)
→ -5	x	x	-2	x	x	0	6	x
- CC(C)COC(=O)c1nnsc1NC(=O)Nc1ccccc1
→ -1	113	6	-12	0	1.1	44	2	61*
- O=C(c1ccc(-n2cnnn2)cc1)N1CCN(C(c2ccccc2)c2ccccc2)CC1
→ x	77	-12	-1	6	1.1	0	x	7
- Cn1c(Cn2nnc(-c3ccccc3)n2)nnc1SCc1ccccc1Cl
→ 4	105	-17	16	6	1.1	1	-4	-12
- Cc1cccc(N(C(=O)CCC(=O)Nc2ccccn2)C(C(=O)NC(C)C)c2ccc(O)cc2)c1 (stereo unspecified)
→ 8	114	-5	0	5	1.1	-2	-8	11
- COc1ccc(-c2nc(C#N)c(NCc3ccccc3Cl)o2)cc1
→ -7	119	-13	5	-5	1.2	2	12	13
- COC(=O)CSc1nsc(SCC(=O)OC)n1
→ x	108	4	2	1	1.2	-3	x	6
- N/C(=N\OC(=O)CC1CCCCC1)c1ccccn1
→ 2	x	x	2	x	x	-4	1	x
- Cn1c(=O)c2ncn(CC(=O)NCCOc3ccccc3)c2n(C)c1=O
→ -4	121	2	0	7	1.1	4	7	-11

Sorted by count of non-hydrogen atoms (highest first): part of the list above.
Sequence of screens – sEH act	ERa coact pot	Smad3 inh	Mac1 fbg inh	Calb biofilm kill	MT1-MMP txn act	Mac1 fbg enh	sEH inhibitor	ERb coact inh
- COc1ccc(CNc2nc3c(c(=O)n(Cc4ccc(F)cc4)c(=O)n3C)n2C)cc1
→ 20	111	8	-8	4	0.9	-2	-18	3
- O=C(CN1CCN(c2ccccn2)CC1)Nc1ccc(Oc2ccccc2)cc1
→ -14	99	-4	x	11	1.1	x	12	-3
- Cc1c(NC(=O)c2cnn3cccnc23)c(=O)n(-c2ccccc2)n1C
→ 6	107[fluorescence artefact?]	5	-11	8	1.2	4	-4	-5

New compounds follow:
Sequence of screens – sEH act	ERa coact pot	Smad3 inh	Mac1 fbg inh	Calb biofilm kill	MT1-MMP txn act	Mac1 fbg enh	sEH inhibitor	ERb coact inh
- Cc1cc2c(cc1C)CSC(c1ccccc1OC(=O)C(C)C)SC2
→ 0	x	x	-10	x	x	0	0	x
- O=C(CSCc1ccc(Cl)cc1)N1CCN(Cc2ccc3c(c2)OCO3)CC1
→ -6	99	-1	x	0	1.1	x	5	-6
- COc1cccc(-n2cnnn2)c1
→ 0	108	5	0	4	1.3	2	-2	-13
- O=c1oc2ccccc2n1Cc1ccccc1Cl
→ x	67	-18	x	21*	1.1	x	x	33[fluorescence artefact?]
- CCN(CC)S(=O)(=O)c1ccc(Cl)c(C(=O)Oc2cccc(-c3cnc4ccccc4n3)c2)c1
→ -8	x	x	8	x	x	-9	10	x
- CN(C(=O)c1cccc(Nc2ccc(-c3ccc4c(c3)OCCO4)nn2)c1)C1CCCCC1
→ -11	144	3	x	6	1.6	x	15	-6
- O=CN1CCC(=O)N(Cc2ccccc2)c2ccccc21
→ x	110	18[fluorescence artefact?]	-4	3	1.3	-5	x	-7
- CCC(C)[C@H](NC(=O)NCC1CCCO1)C(=O)OC (stereo partly specified)
→ -5	117	8	-1	4	1.1	0	2	7[fluorescence artefact?]
- CCOC(=O)N1CCC(NC(=O)CN2C(=O)COc3ccc(C(C)(C)C)cc32)CC1
→ x	113[fluorescence artefact?]	-7	-3	9	1.2	-7	x	4[fluorescence artefact?]
- CC(=O)NC1C(=O)N(CC(C)C)c2ccccc21 (stereo unspecified)
→ -5	98	1	-4	0	1	-5	5	-5
- COc1ccc(CC(NC(C)=O)C(=O)N2CCN(C(=O)Nc3ccc(Cl)cc3)CC2)cc1OC (stereo unspecified)
→ -48	x	x	-4	x	x	-3	47	x
- Cc1ccc2nc(-c3ccncc3)cc(-c3ccccc3)c2c1
→ -3	x	x	1	x	x	-2	5	x
- O=C1c2oc3ccccc3c(=O)c2C(c2cccnc2)N1CCCN1CCOCC1 (stereo unspecified)
→ 22	126	8	-4	2	1.1	-2	-21	1
- CCOC(=O)N(C)OC(=O)Nc1ccc(Cl)c(Cl)c1
→ -11	83	0	-6	5	1.3	-3	12	0
- COc1ccc(CCNC(=O)CS(=O)Cc2nc(-c3cccs3)oc2C)cc1OC (stereo unspecified)
→ -2	96[fluorescence artefact?]	-7	-2	9	1.1	-3	1	-3[fluorescence artefact?]

Five records drawn at random from those above, as already listed:
Sequence of screens – sEH act	ERa coact pot	Smad3 inh	Mac1 fbg inh	Calb biofilm kill	MT1-MMP txn act	Mac1 fbg enh	sEH inhibitor	ERb coact inh
- CCOC(=O)N(C)OC(=O)Nc1ccc(Cl)c(Cl)c1
→ -11	83	0	-6	5	1.3	-3	12	0
- Cc1cccc(N(C(=O)CCC(=O)Nc2ccccn2)C(C(=O)NC(C)C)c2ccc(O)cc2)c1 (stereo unspecified)
→ 8	114	-5	0	5	1.1	-2	-8	11
- COc1ccc(OC)c(-n2cc3c(=O)n(C)c(=O)n(C)c3c2)c1
→ 2	100	18	-11	2	1.1	-2	-3	0
- Cc1ccc(C(=O)SC2=NCCS2)cc1
→ 4	104	16	x	3	1.2	x	0	-14
- C=CCN(C(=O)CNS(=O)(=O)c1ccccc1)C(C(=O)NCCOC)c1ccncc1 (stereo unspecified)
→ x	109	10	-6	8	1	0	x	-6

Next part:
Sequence of screens – sEH act	ERa coact pot	Smad3 inh	Mac1 fbg inh	Calb biofilm kill	MT1-MMP txn act	Mac1 fbg enh	sEH inhibitor	ERb coact inh
- c1ccc(-c2ccccc2-c2nc(-c3cccnc3)no2)cc1
→ -6	80	5	-7	0	1.2	1	4	-3
- Cn1c(COc2ccccc2)nnc1SCCN1CCOCC1
→ -3	115[fluorescence artefact?]	-4	12	3	1	-2	2	-4[fluorescence artefact?]
- Cc1c(/C(O)=C2/C(=O)C(=O)N(CCCN3CCOCC3)C2c2ccncc2)cnn1-c1ccccc1 (stereo unspecified)
→ x	125	5	x	8	1.2	x	x	0
- CCOC(=O)c1sc2nc(N3CCCC3)c3c(c2c1N)CC(C)(C)OC3
→ 1	x	x	-5	x	1.1	-7	2	x
- CCCCSc1nc(C)c(CC(=O)O)c(=O)[nH]1
→ x	104	4[fluorescence artefact?]	-23	6	1.1	2	x	-11
- CN1CCN(c2ccc(Cl)cc2NC(=O)c2cccc(S(=O)(=O)N(C)C)c2)CC1
→ 8	103	-2	14	4	1.1	-5	-10	-4
- CCCn1c(=O)c(C(=O)Nc2ccccc2C(=O)OC)c(O)c2ccccc21
→ x	76[fluorescence artefact?]	3	20	4	1	5	x	25
- CC(=O)Nc1ccc2c(c1)nc1n2CCSC1
→ -13	91	6	-8	7	1	-3	12	16
- CC(C)=CC(=O)Nc1ccccc1C(N)=O
→ x	105	-2	17	12	1.2	6	x	10
- Cc1ccc(NC2=CC(=O)CC(c3ccco3)C2)c(N)c1 (stereo unspecified)
→ 4	94	1	1	1	1.2	1	-4	21
- COc1ccc(NCc2n[nH]nc2-c2ccccc2)cc1Cl
→ -4	81	-3	6	7	1.1	0	2	1
- COc1ccc(C2/C(=C(/O)c3ccccc3)C(=O)C(=O)N2C)cc1 (stereo unspecified)
→ 11	115	14	-8	3	1	0	-12	0
- COC(=O)C(C)N(C(=O)c1ccc(Cl)cc1)c1c(C)cccc1C (stereo unspecified)
→ 0	117	5	-11	-2	1	2	-4	-1
- O=C(Nc1ccc2oc(-c3ccc(F)cc3)nc2c1)c1ccccc1F
→ 0	133[fluorescence artefact?]	16[fluorescence artefact?]	-7	4	1.2	10	0	6
- Cc1[nH]c(-c2ccco2)nc1C(=O)O
→ 3	111	11	x	7	1.2	x	-1	-2[fluorescence artefact?]
- CCCn1c(SCC(=O)N2CCCC2)nc2c1c(=O)n(C)c(=O)n2C
→ x	77	-2	11	2	1.1	3	x	12
